Myeloid diff MLP: myeloid differentiation induction. ER-HoxA9 myeloid progenitors, lysozyme-GFP differentiation, flow cytometry. calls only at 10 µM. actives 1% (n = 360,000);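 active means normalized GFP-positive differentiation at or above the plate's own cutoff, the solvent-only control mean plus 3 SD; inconclusive means no clear call, values can overlap the other calls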;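 further: cells exposed to compound for four days before flow analysis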
Myeloid diff MLP GFP+ MAC1+ %: recorded beside Myeloid diff MLP, whose call it bears; GFP+ MAC1+ double positive, %; measured here: differentiation confirmed by MAC1 staining
* marks the source's active call; other numbers are inactive results; i = inactive; ? = inconclusive; . = not tested or not shown. Some of the compounds tested, so the mix of outcomes need not match the whole.

Sequence of screens – Myeloid diff MLP GFP+ MAC1+ %	Myeloid diff MLP
COc1ccc(C(=O)N2CCCC(c3cc(C(=O)NCc4ccc(F)cc4)no3)C2)cc1 (stereo not drawn)
    0.6	i
CC1(C(=O)Nc2ccc(Cl)cc2)Cc2c(-c3ccc4c(c3)OCO4)ccnc2O1 (stereo not drawn)
    0.1	i
C[C@@H]1CCCCO[C@@H](CN(C)C(=O)CCCN(C)C)[C@@H](C)CN([C@H](C)CO)C(=O)c2cc(N(C)C)ccc2O1
    0.6	i
COc1ccc(NC(=O)C(c2ccccc2)n2c(=O)c(-c3cc4ccccc4[nH]3)nc3ccccc32)cc1 (stereo not drawn)
    2.8	i
CCOC(=O)C1(C)CCCCN1C(=O)c1ccc(F)c(C)c1 (stereo not drawn)
    0.5	i
Cn1nc(C(C)(C)C)cc1C(=O)N1CCCCC1c1cc(C(=O)NCc2cccnc2)no1 (stereo not drawn)
    1.4	i
Brc1ccc(-c2nc3ccc(Br)cn3c2Cc2ccccc2)cc1
    2.4	i
COc1ccc(OCCN2CCC(C(=O)NC(c3ccc(Cl)cc3)c3ncccc3C)CC2)cc1 (stereo not drawn)
    0.5	i
CC(C)c1ccc(C(=O)N2CCCCC2c2cc(C(=O)NCc3cccnc3)no2)cc1 (stereo not drawn)
    0.7	i
COc1ccc(-c2ccc(C(=O)NCCc3ccccc3)c3occc23)c(C)c1
    0.7	i
CC(C)NC(=O)C1(C)CSCC(=O)N1C1CC1 (stereo not drawn)
    1.0	i
Cn1c(NCCOc2ccccc2Cl)nc2cc(-c3ccc(F)cc3)sc2c1=O
    0.9	i
CCC(=O)N1CCCC1(C)C(=O)Nc1ccc2scnc2c1 (stereo not drawn)
    0.7	i
CC1(C(=O)NS(=O)(=O)c2ccccc2Cl)CCN1C(=O)COc1ccc(Cl)cc1 (stereo not drawn)
    1.2	i
Cn1cc(-c2csc(C(O)(c3ccccc3)C(F)(F)F)n2)cn1 (stereo not drawn)
    0.9	i
CCOc1ccc(-c2cc(C(=O)NCc3ccc(F)cc3)[nH]n2)c(C)c1
    1.5	i
Cc1cc(S(=O)(=O)NC(=O)[C@H]2O[C@@H](n3cnc4c(N)ncnc43)[C@H](O)[C@@H]2O)ccc1Br
    0.8	i
CCOC(=O)[C@]12CCC=C1N(Cc1ccc(Cl)cc1Cl)C(=O)[C@H](CC(=O)NCC13CC4CC(CC(C4)C1)C3)C2
    0.2	i
CC(C)(C)C(=O)c1c(N)[nH]c(C(=O)c2ccccc2)c1-c1ccc(Cl)cc1Cl
    0.9	i
COc1ccc(-c2cc3nc(NCCCN(C)C)n(C)c(=O)c3s2)c(C)c1
    0.9	i
CCNC(=O)C1(C)CCN(C(=O)c2cc(OC)c(OC)c(OC)c2)C1 (stereo not drawn)
    0.6	i
CC1(C(=O)NS(=O)(=O)c2cccc(C#N)c2)CCN1C(=O)Cc1ccccc1 (stereo not drawn)
    0.5	i
Cc1ccccc1CC(=O)Nc1ccc2c(c1)c(=O)n(C)n2-c1cccs1
    1.6	i
CC1=C(C(=O)N(C(C)C)C(C)C)CC(CC(=O)NCc2ccco2)C(=O)N1CCC1=CCCCC1 (stereo not drawn)
    0.5	i
CCc1nc2c(OCc3ccc4c(c3)OCO4)cccn2c1N(C=O)Cc1ccc(OC)cc1
    0.7	i
O=S1(=O)CC(N2CCN(c3ccccn3)CC2)CN1Cc1ccccc1 (stereo not drawn)
    1.1	i
CC1(C(=O)NS(=O)(=O)c2ccc(C#N)cc2)CCN1C(=O)CC1CCCCC1 (stereo not drawn)
    0.6	i
CC(=O)c1cccc(NC(=O)c2cccc3c(-c4cccnc4)coc23)c1
    2.5	i
COc1ccc2c(CN3CCN(c4ccc(Cl)c(Cl)c4)CC3)cc(=O)oc2c1
    1.6	i
CC(=O)Nc1ccc(C(=O)N2CCCC(c3cc(C(=O)Nc4ccccc4)no3)C2)cc1 (stereo not drawn)
    1.7	i
Cn1c(=O)c2cc(NC(=O)NCc3ccccc3)ccc2n1C/C=C/c1ccccc1
    0.6	i
COc1ccc(Nc2nc(NC(C)C)nc3ccsc23)cc1OC
    1.3	i
Cc1cnc(C(=O)N(c2ccc(N3CCOCC3)cc2)C2C(=O)Nc3ccccc3N=C2c2ccc(F)cc2)cn1 (stereo not drawn)
    1.1	i
OC(c1ccc(F)c(F)c1)c1nc(-c2cc(F)cc(F)c2)cs1 (stereo not drawn)
    0.4	i
Cc1ccc(S(=O)(=O)N2[C@H](CC(=O)c3ccc(F)cc3)OC[C@@H]2C)cc1
    2.4	i
Cc1cc2nc(-c3ccccc3)c(Cc3ccsc3)n2c(C)c1Br
    1.3	i
O=C(Nc1ccc(F)c(Cl)c1)C1Cc2c(-c3ccco3)ccnc2O1 (stereo not drawn)
    0.5	i
O=C(CC[C@H]1O[C@@H](n2ccc(=O)[nH]c2=O)[C@H](O)[C@@H]1O)NCc1ccc2c(c1)OCO2
    1.8	i
Cc1ccccc1-c1nc(NC(C)C)nc2cc(-c3ccccc3)sc12
    0.6	i
CC(O)(c1ccc(F)c(F)c1)c1nc(-c2ccoc2)cs1 (stereo not drawn)
    0.9	i
COc1ccc(Cc2c(C3CCCCC3)nc3c(Cl)cc(C(F)(F)F)cn23)c(C)c1
    0.9	i
CN1CCN(C(=O)c2cc3c(c(-c4cccc(C#CC(C)(C)O)c4)n2)[C@H](CCO)N(S(=O)C(C)(C)C)C3)CC1 (stereo partly drawn)
    1.7	i
CCC(=O)N1CCCC1(C)C(=O)NCc1ccc(SC)cc1 (stereo not drawn)
    1.4	i
CCCNC(=O)C1(C)CCCN(Cc2c(F)cccc2F)C1 (stereo not drawn)
    0.6	i
CC(=O)Nc1cccc(-c2ccnc3c2CC(C(=O)Nc2cccc(N(C)C)c2)O3)c1 (stereo not drawn)
    0.9	i
O=S1(=O)CC(N2CCCCC2)CN1CCc1ccccc1 (stereo not drawn)
    0.8	i
CCc1nc2ccc(C(=O)Nc3ccc(OC)c(OC)c3)cn2c1N(CCC(C)C)CCN(C)C
    1.1	i
c1cc(-c2ccc3[nH]ccc3c2)n2ccnc2c1
    0.8	i
COc1ccccc1C=NN1CCCCCC1
    0.7	i
CC1Oc2ccc(C#N)cc2N(Cc2cccc(F)c2)C1=O (stereo not drawn)
    1.2	i
CSc1c2c([nH]c(=O)c1C#N)-c1ccccc1CC2
    1.4	i
CS(=O)(=O)c1cc(N2CCOCC2)ccc1CNC[C@H]1O[C@@H](n2cnc3c(=O)[nH]c(N)nc32)[C@H](O)[C@@H]1O
    0.8	i
CCOC(=O)[C@]12CCC=C1N(Cc1ccc3c(c1)OCO3)C(=O)[C@H](CC(=O)N1CCCCC1)C2
    0.8	i
O=C(C[C@H]1CC[C@H]2[C@@H](COC[C@H](O)CN2Cc2ccccc2)O1)NCCCN1CCOCC1
    1.7	i
C/C=C/c1cccc(-c2nc(C(=O)NC3CCC3)cc3c2[C@@H](CCO)N(S(=O)C(C)(C)C)C3)c1 (stereo partly drawn)
    1.4	i
CCCNC(=O)C1(C)CCCN(Cc2cccc(C(F)(F)F)c2)C1 (stereo not drawn)
    1.0	i
Cc1cc(C)n2nc(CNS(=O)(=O)c3ccc(C(C)(C)C)cc3)nc2n1
    3.2	i
CC1(C(=O)NS(=O)(=O)c2ccc3c(c2)CCO3)CCN1C(=O)C1(c2ccc(Cl)cc2)CC1 (stereo not drawn)
    0.5	i
CN1CCN(C(=O)c2cccc(-c3ccc4nccn4c3)c2)CC1
    1.3	i
CC1(C(=O)Nc2ccccc2)CCN1C(=O)CCc1ccc(Cl)cc1Cl (stereo not drawn)
    1.1	i

Next part
Sequence of screens – Myeloid diff MLP GFP+ MAC1+ %	Myeloid diff MLP
CCOC(=O)C(c1nc2ccccc2[nH]1)n1c(-c2ccccn2)nc2ccccc21 (stereo not drawn)
    1.6	i
COc1ccccc1CNC(=O)c1cc(-c2cc(Cl)ccc2C)n[nH]1
    2.2	i
CC1=C(C(=O)N2CCCCCC2)CC(CC(=O)NCC2CCCCC2)C(=O)N1CCCN1CCCC1=O (stereo not drawn)
    1.7	i
O=C(/C=C/[C@H]1O[C@@H](n2cnc3c(NC(=O)c4ccccc4)ncnc32)[C@H](O)[C@@H]1O)NC1CCCCC1
    1.0	i
Cc1cc2oc(=O)cc(CN3CCCCCCC3)c2cc1Cl
    1.8	i
CN1CCC(N2CCN(C3CN(Cc4cn(Cc5ccc(C(F)(F)F)cc5)nn4)S(=O)(=O)C3)CC2)CC1 (stereo not drawn)
    1.3	i
OCC[C@@H]1C[C@H](O)[C@@H](O)[C@]2(OCc3ccc(CO)cc32)O1
    0.7	i
COc1ccc(CNC(=O)C[C@@H]2CC[C@@H](NS(=O)(=O)c3cccc(OC)c3)[C@@H](CO)O2)cc1
    2.5	i
O=C1C(=O)c2cccnc2-c2ncccc21
    .	?
CCc1nc2c(OCc3ccc(F)cc3)cccn2c1N(C)C(=O)COc1ccccc1
    0.7	i
Cc1cc(F)ccc1C(O)c1ncc(-c2ccc3ccccc3c2)[nH]1 (stereo not drawn)
    .	?
CC(=O)Nc1ccc(NC(=O)C2Cc3c(-c4ccc5c(c4)OCO5)ccnc3O2)cc1 (stereo not drawn)
    0.4	i
CCc1nc2ccc(C(=O)NCCCn3ccnc3)cn2c1N(C)Cc1ccc(OC)cc1
    1.0	i
COc1ccc(NC(=O)C2(C)Cc3c(-c4ccc(C(N)=O)cc4)ccnc3O2)cn1 (stereo not drawn)
    0.6	i
CC(C)C[C@@H](CN1CCC[C@@H]1CN1C(=S)NC[C@@H]1Cc1ccc(O)cc1)N1C[C@H](Cc2ccc(O)cc2)N(CC2CCCCCC2)C1=S
    0.6	i
O=C(NCc1cccs1)c1ccc2sc(COCCO)nc2c1
    0.9	i
COc1cc(C(O)c2nc(-c3ccccc3OC)cs2)ccc1F (stereo not drawn)
    1.0	i
COCCNC(=O)C1(C)CCCN(Cc2cn(C)c3ccccc23)C1 (stereo not drawn)
    0.7	i
CCCCN(C=O)c1c(CC)nc2c(OCc3ccc(S(C)(=O)=O)cc3)cccn12
    0.5	i
O=C(NCCN1CCC(n2c(=O)[nH]c3ccccc32)CC1)c1cccc(F)c1
    0.9	i
CC(C)C1C(=O)N(Cc2cn(CCC3OCCO3)nn2)CCS(=O)(=O)N1Cc1ccc(-c2ccccc2Cl)cc1 (stereo not drawn)
    1.3	i
Cc1nc2ccc(S(=O)(=O)CCC(=O)NCc3ccc(Cl)cc3)cc2s1
    2.5	i
O=C1NC[C@@H](CCCCN2C[C@H](Cc3ccc(O)cc3)N(Cc3ccccc3)C(=O)C2=O)N(Cc2ccccc2)C1=O
    0.9	i

Filtered by structure: the entries above with fluorine (19)
Sequence of screens – Myeloid diff MLP GFP+ MAC1+ %	Myeloid diff MLP
COc1ccc(C(=O)N2CCCC(c3cc(C(=O)NCc4ccc(F)cc4)no3)C2)cc1 (stereo not drawn)
    0.6	i
CCOC(=O)C1(C)CCCCN1C(=O)c1ccc(F)c(C)c1 (stereo not drawn)
    0.5	i
Cn1c(NCCOc2ccccc2Cl)nc2cc(-c3ccc(F)cc3)sc2c1=O
    0.9	i
Cn1cc(-c2csc(C(O)(c3ccccc3)C(F)(F)F)n2)cn1 (stereo not drawn)
    0.9	i
CCOc1ccc(-c2cc(C(=O)NCc3ccc(F)cc3)[nH]n2)c(C)c1
    1.5	i
Cc1cnc(C(=O)N(c2ccc(N3CCOCC3)cc2)C2C(=O)Nc3ccccc3N=C2c2ccc(F)cc2)cn1 (stereo not drawn)
    1.1	i
OC(c1ccc(F)c(F)c1)c1nc(-c2cc(F)cc(F)c2)cs1 (stereo not drawn)
    0.4	i
Cc1ccc(S(=O)(=O)N2[C@H](CC(=O)c3ccc(F)cc3)OC[C@@H]2C)cc1
    2.4	i
O=C(Nc1ccc(F)c(Cl)c1)C1Cc2c(-c3ccco3)ccnc2O1 (stereo not drawn)
    0.5	i
CC(O)(c1ccc(F)c(F)c1)c1nc(-c2ccoc2)cs1 (stereo not drawn)
    0.9	i
COc1ccc(Cc2c(C3CCCCC3)nc3c(Cl)cc(C(F)(F)F)cn23)c(C)c1
    0.9	i
CCCNC(=O)C1(C)CCCN(Cc2c(F)cccc2F)C1 (stereo not drawn)
    0.6	i
CC1Oc2ccc(C#N)cc2N(Cc2cccc(F)c2)C1=O (stereo not drawn)
    1.2	i
CCCNC(=O)C1(C)CCCN(Cc2cccc(C(F)(F)F)c2)C1 (stereo not drawn)
    1.0	i
CN1CCC(N2CCN(C3CN(Cc4cn(Cc5ccc(C(F)(F)F)cc5)nn4)S(=O)(=O)C3)CC2)CC1 (stereo not drawn)
    1.3	i
CCc1nc2c(OCc3ccc(F)cc3)cccn2c1N(C)C(=O)COc1ccccc1
    0.7	i
Cc1cc(F)ccc1C(O)c1ncc(-c2ccc3ccccc3c2)[nH]1 (stereo not drawn)
    .	?
COc1cc(C(O)c2nc(-c3ccccc3OC)cs2)ccc1F (stereo not drawn)
    1.0	i
O=C(NCCN1CCC(n2c(=O)[nH]c3ccccc32)CC1)c1cccc(F)c1
    0.9	i
